IMP-1 inhibitor: inhibitors of Pseudomonas aeruginosa IMP-1 metallo-beta-lactamase. inhibition, % at 5.6 µM. purified IMP-1, nitrocefin hydrolysis, epi-absorbance fluorescence. 0.45% of 290,000 active;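 active means inhibition above the mean plus 3 SD of all compounds in the same screening run, cut at about 4.5% in these data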;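 further: 0% = IMP-1 with DMSO and 100% = DMSO wells lacking enzyme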
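Material – recombinant IMP-1 enzyme, purified · Amount – IMP-1 0.2 nM before substrate addition · Medium – HEPES buffer pH 7.1 with ZnSO4 and Brij 35 · Timing – 25 °C, 15 min preincubation, 25 min reaction · Measured by – plate fluorescence quenching by hydrolysis product, ex 480/em 530 nm · Read-out – percent enzyme inhibition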
IDE act: activators of human insulin-degrading enzyme in cells | P14735 | HEK cells, FAbeta-B cleavage, fluorescence polarization; 0% vehicle, 100% cell-free pure enzyme wells | activation, % at 5.96 µM | 0.073% of 340,000 active | AID 493087;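 active means activation above the mean of all tested compounds plus 3 SD, set per screening campaign, cut at about 17% in these data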
FID counter: counter-screen for HCV NS3 helicase inhibitors: DNA intercalator displacement | DNA fluorescent intercalator displacement, fluorescence | inhibition, % at 7.9 µM | 0.17% of 290,000 active; in the data active means inhibition above about 37%;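 further: 0% = vehicle and 100% = reference compound; higher means more ethidium bromide displaced from hairpin DNA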
PfM18AAP inh: PfM18AAP enzyme inhibition; recombinant PfM18AAP, H-Glu-NHMec fluorogenic cleavage; inhibition, % at 7.35 µM; 1.2% of 290,000 active;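 active means inhibition above the campaign mean inhibition over all tested compounds plus 3 SD, cut at about 28% in these data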;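 further: 0% = plate median of test compound wells and 100% = 2 mM ZnCl2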
VIM-2 inh: blocks Pseudomonas aeruginosa VIM-2 metallo-beta-lactamase | purified VIM-2, nitrocefin hydrolysis, epi-absorbance fluorescence | inhibition, % at 5.6 µM | 0.89% of 290,000 active | AID 1527;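 active means inhibition above the mean of all tested compounds plus 3 SD, cutoff set per screening run, cut at about 7.5% in these data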;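 further: red hydrolysis product quenches plate fluorescence so inhibitors raise well fluorescence; 0% = enzyme with DMSO and 100% = DMSO without enzyme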
NS3 helicase inh: blocks Hepatitis C virus NS3 helicase unwinding; 0.56% of 290,000 active; NS3 helicase DNA unwinding, Cy5 molecular beacon fluorescence; inhibition, % at 10.9 µM;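 active means inhibition above the mean of all tested compounds plus 3 SD, set per campaign, cut at about 35% in these data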;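 further: 0% = DMSO wells and 100% = thioflavine S control wells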
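Compound dosing – single dose, 10.9 µM nominal final, DMSO 0.8% final · System – NS3 helicase fragment of HCV · Buffer or medium – MOPS pH 6.5, MgCl2, DTT, Tween20, BSA · Signal – Cy5 beacon fluorescence read at start and 1 h · Also added – annealed dual-labelled DNA beacon duplex, ATP-started · Schedule – 1 h at 25 °C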
IDE cell inh: inhibitors of human insulin-degrading enzyme in cells. inhibition, % at 5.59 µM. 0.41% of 320,000 active. HEK cells, FAbetaB cleavage, fluorescence polarization;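 active means percent inhibition above the average of all tested compounds plus 3 SD, set per screening campaign, cut at about 16% in these data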;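 further: IDE supplied by intact live HEK cells; FP after avidin binding of uncleaved biotin substrate so inhibition keeps polarization high; 0% = DMSO wells and 100% = 60 µM reference IDE inhibitor Ii1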
p-CIP stab down: compounds decreasing mouse p/CIP protein stability. decrease of EGFP signal, % at 10 µM. AID 1984. F442A p/CIP-EGFP cells, EGFP fluorescence, 16 h. 0.01% of 290,000 active;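 active means EGFP signal decrease of at least 30% at 10 µM or well 3 SD below plate mean, unless failing retest; inactive means the rest, including hits failing retest or dose response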; further: some compounds called inactive have numbers as strong as hits; many of its hits are not listed in these tables
UBC9 SUMO inh: blocks human SUMOylation mediated by UBC9. P63279. HTRF SUMOylation assay, SAE1/SAE2 + UBC9, in vitro. inhibition, % at 35 µM. 0.36% of 290,000 active. AID 2006; in the data active means inhibition above about 50%, passing the limit was not always enough; further: strong numbers were not always called active
The depositor's hits bear a star; nt = no result given.

smiles,IMP-1 inhibitor,IDE act,FID counter,PfM18AAP inh,VIM-2 inh,NS3 helicase inh,IDE cell inh,p-CIP stab down,UBC9 SUMO inh
N#Cc1cnc2sc3ccccc3n2c1=N,-2.6,5,2,-3,-5.5,4,2,-48,-4
COc1ccc(-n2c(=O)[nH]c3cc(C(=O)NCCc4ccc(OC)c(OC)c4)ccc3c2=O)c(OC)c1,-0.9,-1,-43,-4,-1.4,-5,nt,4,-3
COc1ccc(C(CNC(=O)c2ccc(S(=O)(=O)N(C)C)cc2)N2CCCC2)cc1 (configuration not stated),-2.6,-2,15,-9,-3.0,-2,2,15,6
COC(=O)C(N)Cc1ccc(O)cc1 (configuration not stated),-2.0,-1,-4,5,0.8,-1,-5,1,6
COCCn1c(SCC(=O)Nc2cccc(F)c2)nc2c([nH]c3ccccc32)c1=O,-1.8,3,-5,0,-0.2,16,3,1,18
O=C(NCc1ccccc1F)C1CCCN(S(=O)(=O)c2ccc(-n3cnnn3)cc2)C1 (configuration not stated),2.0,5,-18,-4,0.1,1,-4,-10,13
COc1ccc2c(c1)C(=O)/C(=C/C=C/c1ccccc1)CC2,1.2,-11,0,-1,-1.2,16,5,-3,11
O=C1C2C3C=CC(C2C(=O)N1c1ccccc1O)C1C2C(=O)N(c4ccccc4O)C(=O)C2C31 (configuration not stated),-0.9,7,-12,8,2.0,10,5,-15,22
CN1C(=O)C2C=CC1C1C(=O)N(c3ccccc3)C(=O)C21 (configuration not stated),-2.2,-3,-2,-1,-1.5,-1,-1,-20,21
N/C(Cn1cncn1)=N\NC(=O)C(=O)Nc1ccccc1,-3.7,1,-2,10,-3.7,-10,5,-10,-6
CCS(=O)c1scc(-c2ccc(Cl)cc2)c1C#N (configuration not stated),-2.0,-1,-1,2,-3.0,4,8,5,-1
CCOC(=O)c1[nH]c(CSc2nnc(-c3ccncc3)n2CCOC)c(C(=O)OCC)c1C,-6.5,3,-26,8,2.2,-1,-1,-2,-3
CCn1nnc2cc(C(=O)NCCc3ccccc3F)ccc21,-3.8,7,-14,2,-3.6,6,0,3,1
COc1ccc(N2CC(C(=O)N[C@@H](C)C(=O)NC(C)c3ccccc3)CC2=O)cc1 (some centres not stated),-3.7,3,-11,-15,-3.7,2,3,-7,9
CCCCC(=O)N(CCC)CCC,-2.2,3,1,-5,-1.5,-2,nt,-9,10
CN(C)c1ccc(/C=C2\CCCc3c2nc2ccccc2c3C(=O)O)cc1,-1.6,-5,-22,8,2.2,6,-3,-7,8
CC1CCCN(CCCN2C(=O)C3C(C(=O)Nc4cccc(Cl)c4)C4C=CC3(O4)C2C(=O)NC2CCCCC2)C1 (configuration not stated),-1.3,5,7,5,-1.4,-14,-1,-14,-5
CCC(=O)Nc1ccc(/C(C)=N\NS(=O)(=O)c2ccc(C)cc2)cc1,-1.6,0,9,-5,-0.7,-7,-1,-1,-23
COc1cccc(C(=O)NC(C)c2cccc3ccccc23)c1OC (configuration not stated),-0.3,0,-30,-1,-1.6,-9,-4,-8,1
Cc1ccc(N2C(=O)CCC2(C(N)=O)c2ccccc2)cc1 (configuration not stated),-3.3,2,-4,-4,-2.2,4,4,-4,12
O=C(O)CC1=C(Nc2ccccc2)C(=O)N(c2ccccc2)C1c1ccc(F)cc1 (configuration not stated),-2.7,5,-25,-1,-1.9,4,-11,-5,1
Cc1ccc(S(=O)(=O)NC(CC(=O)O)c2ccccc2)cc1 (configuration not stated),-3.1,-5,-2,-4,-5.5,6,6,-11,15
CCN(CC(=O)N1CCCC1)S(=O)(=O)c1ccccc1,-0.2,-1,-1,-9,-0.7,-17,nt,3,9
O=C(CN(Cc1cccs1)C(=O)CNC(=O)c1ccco1)NC1CCCCC1,-3.1,-3,-15,-3,-1.3,-6,0,3,22
c1ccc(-c2ccc(SCc3cccnc3)nn2)nc1,-4.2,6,-8,4,-1.6,2,0,6,5
Cc1[nH]n(-c2ccccc2)c(=O)c1Sc1ccc(Cl)cc1,-3.7,-1,-5,13,-3.7,20,2,-15,31
COc1ccc(C(=O)Nc2nc(-c3ccc(OC)cc3)c(-c3ccc([N+](=O)[O-])cc3)s2)cc1,-0.9,6,1,-15,-1.4,-5,4,-5,14
COc1cc(NS(=O)(=O)c2ccc(NC(=O)c3ccco3)cc2)nc(OC)n1,-1.0,-2,-2,-10,-1.9,3,2,-8,13
COC(=O)c1ccc(Cl)c(NC(C)=O)c1,-5.0,6,2,-1,-4.5,-12,-1,-5,11
Cc1ccc(C(=O)Nc2ccc3c4c(cccc24)CC3)cc1[N+](=O)[O-],-4.0,-3,-4,-10,-2.0,0,7,-3,9
COCc1cc(CN(C)C(=O)C2CCC(=O)N(Cc3cccc(OC)c3)C2)[nH]n1 (configuration not stated),-0.4,3,-19,-3,-0.2,5,2,2,nt
COc1ccc(CCNC(=O)/C=C/c2cc(OC)c(OC)c(OC)c2)cc1OC,-2.8,2,-31,2,-2.5,5,-1,4,-4
N#C/C(=C\c1ccc(N2CCOCC2)o1)c1ccccc1,-2.3,-9,-8,-3,-2.5,7,-5,1,-9
S=c1[nH]nc(-c2ccncc2)n1/N=C/c1cccc(Cl)c1,1.4,nt,-5,5,0.7,5,11,-5,28
CCSc1nnc(NC(=O)CSc2nc3c(c(=O)n2CC)SC(C)C3)s1 (configuration not stated),-2.2,3,1,-3,-2.1,3,3,3,-14
Cc1c(OCc2ccccc2)c(=O)ccn1Cc1ccccc1,1.0,4,-35,0,-0.8,15,-1,-8,11
Cc1cccc(OCCCSc2nc3ccccc3[nH]2)c1,-2.6,-4,-10,6,-0.6,-9,-3,3,-14
CCOC(=O)c1cc2c(ccn2-c2ccc(F)cc2)n1CC(=O)N(CC)CC,-1.3,2,-26,-3,-2.3,4,0,6,8
O=C(Nc1ccc2c(c1)OCCO2)c1cccc2nc3ccccc3nc12,-0.7,3,-5,-2,-4.4,7,4,1,6
COc1ccc(Br)cc1CNC(=O)Cn1nc(C)n2cccc2c1=O,-2.3,-5,-17,1,-3.0,5,1,-20,-3
CCNc1nnc(CCn2nc(C)c(Br)c2C)s1,-3.1,2,-1,-11,-2.9,-11,0,-16,12
CC(C)[C@H](NC(=O)C1CCN(C(=O)[C@@H]2CCCN2)CC1)C(=O)NCc1ccc(F)cc1,-3.8,8,-7,-2,-3.5,-14,8,-6,11
O=C(NC1CCCCC1)N(Cc1ccccc1)Cc1ccco1,-2.7,3,-20,6,-3.0,1,-5,-8,18
CCn1c(NCc2ccccn2)nc2c1c(=O)n(C)c(=O)n2C,-4.6,3,-4,3,-2.9,2,-2,-8,7
COc1ccc(C(=O)CSc2n[nH]c(-c3ccncc3)n2)cc1[N+](=O)[O-],-5.4,0,4,1,-0.9,3,5,2,43
Cc1ccc2c(CN3CCOCC3)cc(=O)oc2c1C,-2.3,-1,-13,10,-0.5,-6,0,-22,9
CCCCN(CCCC)S(=O)(=O)c1ccc2oc(C(=O)N3CCOCC3)c(C)c2c1,-2.5,1,-29,-7,-2.0,-3,2,-8,24
O=C(NCC(c1cccs1)N1CCOCC1)c1cc2ccccc2o1 (configuration not stated),-0.8,3,-21,-8,-0.8,-2,1,-7,8

The last 6 compounds of the section before open the next one:
smiles,IMP-1 inhibitor,IDE act,FID counter,PfM18AAP inh,VIM-2 inh,NS3 helicase inh,IDE cell inh,p-CIP stab down,UBC9 SUMO inh
O=C(NC1CCCCC1)N(Cc1ccccc1)Cc1ccco1,-2.7,3,-20,6,-3.0,1,-5,-8,18
CCn1c(NCc2ccccn2)nc2c1c(=O)n(C)c(=O)n2C,-4.6,3,-4,3,-2.9,2,-2,-8,7
COc1ccc(C(=O)CSc2n[nH]c(-c3ccncc3)n2)cc1[N+](=O)[O-],-5.4,0,4,1,-0.9,3,5,2,43
Cc1ccc2c(CN3CCOCC3)cc(=O)oc2c1C,-2.3,-1,-13,10,-0.5,-6,0,-22,9
CCCCN(CCCC)S(=O)(=O)c1ccc2oc(C(=O)N3CCOCC3)c(C)c2c1,-2.5,1,-29,-7,-2.0,-3,2,-8,24
O=C(NCC(c1cccs1)N1CCOCC1)c1cc2ccccc2o1 (configuration not stated),-0.8,3,-21,-8,-0.8,-2,1,-7,8
COc1cccc(C(C(=O)NC(C)(C)C)N(CC(C)C)C(=O)CCC(=O)Nc2cc(C)on2)c1OC (configuration not stated),-2.1,4,-38,1,-1.0,1,2,-1,0
CCN1C(=O)c2ccccc2S(=O)c2ccc(C(=O)N3CCOCC3)cc21 (configuration not stated),-2.3,1,0,-5,0.2,-3,3,-6,19
Cc1c(C)c2c(OCC(=O)N[C@@H](C(=O)O)c3ccccc3)cc3c(c2oc1=O)CCC(C)(C)O3,-1.5,3,-8,2,11*,18,6,-4,44
Nc1nc(N2C(=O)C3CC=CCC3C2=O)nn1-c1ccccc1 (configuration not stated),-1.0,-5,-4,-10,-3.1,-7,-2,-7,4
COc1cc(OC)c2c(-c3ccccc3)cc(=O)oc2c1C(CCN1CCCC(C)C1)c1ccc(N(C)C)cc1 (configuration not stated),nt,2,nt,nt,nt,nt,0,-3,1
Cn1c(CSc2nc3ccccc3s2)nc2ccccc21,-3.6,3,-19,6,-2.2,2,7,-8,2
Cc1ccc(Cn2nnc3c(=O)[nH]c(C4CCCN(C(=O)Nc5ccc(F)cc5)C4)nc32)cc1 (configuration not stated),-1.4,-5,-1,0,1.0,-6,-1,8,-6
COc1ccc(OC)c2sc(N(CCN(C)C)C(=O)c3cc(Cl)sc3Cl)nc12,-3.8,4,4,0,-2.5,12,2,2,-14
CC(C)(C)NC(=O)c1cccc(NC(=O)c2ccco2)c1,-4.0,4,-4,2,-6.2,0,4,-7,0
NC(=O)C1CCN(Cc2nc3cc(C(F)(F)F)ccc3c(=O)[nH]2)CC1,-5.4,10,-3,-4,-2.8,-4,-3,-5,0

Bioassay records: PubChem BioAssay, several laboratories
